H69AR growth 86K – growth inhibitors of human H69AR lung tumor cells. actives 6% (n = 85,000). H69AR lung tumor viability, ATP luminescence, 72 h; hits give low values. AID 598. viability, % at 10 µM;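 active = viability at or below 40%; inactive = viability above 40%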;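 also: multidrug resistant small cell line overexpressing MRP-1 efflux transporter; 100% = mean luminescence of untreated control wells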
Lung fibro prol – blocks proliferation of human lung fibroblasts | LL 47 human lung fibroblast viability, ATP luminescence; hits give low values | viability, % at 10 µM | actives 1.1% (n = 85,000) | AID 719;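 active = viability at or below 50% in the single dose screen; inactive = viability above 50%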;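 also: compound exposure lasted 72 h before the ATP readout; 100% = median luminescence of untreated cell-only wells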
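Test system: LL 47 human lung fibroblasts / Incubation: 72 h compound exposure at 37 °C after overnight plating / Technique: luminescent ATP detection, CellTiter-Glo / Compound dosing: 0.1% DMSO in all compound wells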
HUVEC inhibit – blocks proliferation of human endothelial cells | HUVEC proliferation, CellTiter-Glo luminescence, 72 h; hits give low values | viability, % at 10 µM (by protocol) | actives 1.1% (n = 86,000);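 active = viability at or below 30%; inactive = viability above 30%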;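 also: 100% = median luminescence of DMSO-only cell control wells on each plate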
ERa coact inh – ER-alpha (human) coactivator binding inhibition. P03372. TR-FRET ER-alpha LBD / SRC-1 peptide, estradiol-bound. inhibition, % at 25.6 µM. actives 1.7% (n = 86,000); in the data active = inhibition above about 50%;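 also: 0% = receptor plus peptide control and 100% = peptide only without receptor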
ERa coact pot – ER-alpha (human) coactivator binding potentiation; P03372; TR-FRET ERalpha-LBD/SRC-Cy5 coactivator binding, 2 h; 100 = basal binding, no effect; coactivator binding (% of control), % at 25.6 µM; actives 1.3% (n = 86,000); in the data active = activity above about 200%;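 also: binding measured in presence of low estradiol as agonist stimulus; 0% = peptide alone without receptor and 100% = receptor with peptide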
Smad3 FoxH1 inh – blocks human Smad3 binding to FoxH1 peptide; P84022; TR-FRET Smad3/Dy647-FoxH1 peptide binding, europium anti-His; inhibition, % at 25 µM; actives 0.29% (n = 88,000);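 active = compounds that reduce the energy-transfer binding signal between the protein and its labelled peptide by more than half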;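 also: 0% = Smad3 plus labelled peptide maximal FRET and 100% = peptide-only background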
ERb coact inh – blocks coactivator binding to human estrogen receptor beta; Q92731; TR-FRET ER-beta LBD / SRC1-Cy5 peptide binding; receptor agonist-loaded with 1 µM estradiol; inhibition, % at 25.6 µM; actives 1.3% (n = 86,000); AID 633;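 active = compounds whose percent inhibition of the receptor-coactivator binding signal exceeds about 50% in the single-dose screen, limit read from the data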;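 also: 0% = receptor plus peptide wells without compound and 100% = peptide-only wells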
Target sequence (Q92731 whole entry, looked up, the tested form may be a part): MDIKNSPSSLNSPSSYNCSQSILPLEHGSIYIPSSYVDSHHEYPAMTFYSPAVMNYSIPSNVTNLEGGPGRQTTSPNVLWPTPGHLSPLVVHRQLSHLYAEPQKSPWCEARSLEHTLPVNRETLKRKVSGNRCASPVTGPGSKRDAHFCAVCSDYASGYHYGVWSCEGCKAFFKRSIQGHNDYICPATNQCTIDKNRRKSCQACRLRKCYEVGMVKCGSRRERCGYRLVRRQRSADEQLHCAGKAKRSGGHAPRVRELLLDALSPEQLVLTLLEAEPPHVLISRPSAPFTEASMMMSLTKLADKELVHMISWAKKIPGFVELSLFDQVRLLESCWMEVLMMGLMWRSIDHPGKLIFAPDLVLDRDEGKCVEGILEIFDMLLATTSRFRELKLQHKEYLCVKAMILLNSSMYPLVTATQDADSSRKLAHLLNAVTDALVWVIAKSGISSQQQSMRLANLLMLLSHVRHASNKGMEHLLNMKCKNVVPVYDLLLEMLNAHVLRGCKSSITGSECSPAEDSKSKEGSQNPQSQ
Mac1 fbg enh – increases human CD11b/CD18 adhesion to fibrinogen | activation, % at 10 µM | actives 0.07% (n = 93,000) | P05107+P11215 | K562 CD11b/CD18 adhesion to fibrinogen, ATPlite luminescence;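 active = 10 µM primary screen giving 50% or more activity, confirmed by 40% or more on retest at that dose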; also: strong numbers were not always called active
MT1-MMP txn act – activates MT1-MMP transcription. HT1080 MT1-MMP promoter luciferase reporter, luminescence, overnight; hits give high values. activation factor at 10 µM. actives 0.16% (n = 86,000). AID 750;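 active = activation factor of at least 2 for MT1-MMP transcription at 10 µM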
The depositor's hits bear a star; · = no result given; [ ] = another dose, or the depositor's remark. A portion of the library; count on the stated rates, not on these rows.

Every second line gives: H69AR growth 86K	Lung fibro prol	HUVEC inhibit	ERa coact inh	ERa coact pot	Smad3 FoxH1 inh	ERb coact inh	Mac1 fbg enh	MT1-MMP txn act
1) O=C(O)C1CC=CCC1C(=O)Nc1cc(Cl)ccc1Cl (centres undefined)
→ 93	104	95	-10	110	-14	-6	·	1.2
2) CCCC[N+](C)(C)CCC(=O)NC(C)(C)CS(=O)(=O)[O-]
→ 95	99	81	-3	97	-16	-1	-2	1.1
3) O=C(NCc1ccc(F)cc1)c1cnc(-c2ccccn2)nc1C(F)(F)F
→ 106	99	90	3	87	10	2	-3	·
4) CCOC(=O)c1ccccc1NC(=O)CN1C(=O)c2ccccc2S1(=O)=O
→ 86	104	96	2	119[fluorescence artefact?]	2	-3	0	1
5) O=C(CSc1nc2cc(S(=O)(=O)N3CCOCC3)ccc2o1)NC1CCCc2ccccc21 (centres undefined)
→ 52	93	82	-11	67	-11	-9	5	1.1
6) Cc1cccn2c(=O)c3cc(C#N)c(=O)n(-c4c(C)n(C)n(-c5ccccc5)c4=O)c3nc12
→ 88	89	95	-2	121	5	2	2	1.2
7) Nc1ncnc2c1CCC2
→ 94	94	84	-20	131	13	-25[fluorescence artefact?]	-1	1.1
8) Cc1cc(C(=O)OCC(=O)Nc2ncc(C(F)(F)F)cc2Cl)c(C)o1
→ 94	104	97	-2	107	7	-4	0	1.1
9) CC(C)OC(=O)CSc1nnc(-c2cnccn2)n1Cc1ccco1
→ 104	101	87	-30	102	0	-31	-3	1
10) O=C1CCc2cc(S(=O)(=O)N3CCC(C(=O)NC4CCCC4)CC3)ccc2N1
→ 92	103	103	-5	147	-6	2	0	1.1
11) CC(=O)Nc1ccc2c(c1)OCCO2
→ 86	109	109	-2	113	-20	3	·	1.2
12) COC(=O)Cn1ccc(N(C)C)c(C#N)c1=O
→ 98	97	107	-1	117	10	-4[fluorescence artefact?]	-3	1.1
13) Cc1cc(C)nc(Nc2ccccc2Br)n1
→ 99	101	90	-32	101	2	-20[fluorescence artefact?]	-2	1
14) CCn1nnnc1SCC(=O)NCc1ccc2c(c1)OCO2
→ 89	93	93	-3	97	2	0	·	1.1
15) CCCc1[nH]nc2c1C(c1cc(OC)cc(OC)c1)C(C#N)=C(N)O2 (centres undefined)
→ 72	104	110	-4	151	12	-12	-4	0.9
16) CCOc1cc(C(=O)N(C)Cc2cc3ccccc3[nH]c2=O)cc(OCC)c1OCC
→ 77	93	104	22	94	-17	19[fluorescence artefact?]	1	1.1
17) COc1ccc(CCN2C(=O)c3ccccc3C2(O)c2ncc[nH]2)cc1OC (centres undefined)
→ 92	97	89	-17	101	1	-25	·	1.2
18) COC(=O)c1[nH]c2cccc(OC)c2c1NC(=O)CCN1CCN(c2ccccc2OC)CC1
→ 84	102	93	0[fluorescence artefact?]	104	9	-5[fluorescence artefact?]	-1	0.9
19) CC(C)N(C(=O)COC(=O)c1cc(Cl)cc(Cl)c1N)C(C)C
→ 106	105	125	0	91	4	-13	4	1.1
20) CCOc1ccc(C2NC(=O)c3n[nH]c(C)c32)cc1 (centres undefined)
→ 86	94	101	10	72[fluorescence artefact?]	-12	21[fluorescence artefact?]	1	1.1
21) CCS(=O)(=O)Nc1ccc(-c2nnc(SCC(=O)c3cccc(OC)c3)o2)cc1
→ 65	95	60	19	115	10	16	6	1.1
22) COc1ccc(NS(=O)(=O)c2ccc(C)c(C(=O)O)c2)cc1
→ 106	104	103	14	96	5	20[fluorescence artefact?]	-5	1.1
23) COc1ccccc1C(=O)N(Cc1cccs1)C1CCS(=O)(=O)C1 (centres undefined)
→ 92	105	96	3	83	-2	7	1	1.1
24) C=CCc1cc(C)cc(C)c1OCCn1cncn1
→ 92	·	99	1	125	3	-1	·	1.1
25) O=C(NCc1ccccn1)Nc1ccc(Cl)c(Cl)c1
→ 87	97	90	-23	106	5	-25	·	1.1
26) O=C(OCCOCCN=C1NS(=O)(=O)c2ccccc21)c1ccncc1
→ 98	90	96	-6	129	-2	-4	-1	1.1
27) CCc1nnc(NC(=O)CCC(=O)N2CCCC2)s1
→ 91	99	97	-5[fluorescence artefact?]	111	7	-8[fluorescence artefact?]	-4	1.3
28) O=c1c2[nH]c3ccccc3c2ncn1CCN1CCCCC1
→ 88	108	99	-13	105	-5	1	-3	1.3
29) CCOC(=O)Cc1csc(NC(=O)CSc2nncn2C)n1
→ 95	108	96	5	98[fluorescence artefact?]	4	1	·	1.4
30) CC(C)OC(=O)CSc1nnc(Cc2ccccc2)n1CC1CCCO1 (centres undefined)
→ 96	91	79	1	104	13	-12	-3	1.1
31) CCOC(=O)c1ccccc1NC(=O)Cn1cnc2c(nnn2-c2ccc(C)cc2)c1=O
→ 49	93	92	3	110	-8	0	3	1.1
32) CCOc1ccc(C2=Nn3c(nnc3-c3ccco3)SC2)cc1
→ 76	93	98	-8	91	2	-11	·	0.9
33) Cc1ccc2cc(C#N)c(SCC(=O)NCc3ccco3)nc2c1
→ 74	100	96	55*[fluorescence artefact?]	237*	-24[fluorescence artefact?]	35	-3	1.2
34) COc1ccccc1C(=O)Nc1nnc(-c2ccc(F)cc2)o1
→ 86	102	92	15	76	-4	13	5	·
35) O=C(CN(CC1CCCO1)C(=O)CNS(=O)(=O)c1ccc(Cl)cc1)NCC1CCCO1 (centres undefined)
→ 96	100	93	22	108	13	10	·	1.3
36) Cc1cc(NCCN2CCOCC2)n2nc(C)c(-c3ccccc3)c2n1
→ 27*	90	89	-4	101	-11	-4[fluorescence artefact?]	2	1
37) COc1cc(C2NC(=O)NC(C)=C2C(=O)Nc2cccc(C)c2C)cc(OC)c1OC (centres undefined)
→ 103	103	107	1	104	0	-10	·	1.1
38) Cn1c(SCc2nc(-c3ccc(Cl)cc3)no2)nnc1-c1ccccc1
→ 86	108	84	-3	101	11	5	-5	1.1
39) COc1ccc(C2=NCC(CSc3nccc(=O)[nH]3)S2)cc1 (centres undefined)
→ 92	105	111	-4	110	3	10	·	1.2
40) CC1CCCN(CC(=O)Nc2ccc(S(=O)(=O)NC3CCCCC3)cc2)C1 (centres undefined)
→ 88	101	93	6[fluorescence artefact?]	127	2	-5[fluorescence artefact?]	2	1.1
41) Cn1c(/C(C#N)=C(\O)COc2ccc3ccccc3c2)nc2ccccc21
→ 12*	84	58	12	131	3[fluorescence artefact?]	13	1	1.1
42) O=C(Nc1c(Cl)cc(Cl)cc1C(=O)NCCN1CCOCC1)c1ccc(Cl)cc1Cl
→ 64	99	87	4	108	10[fluorescence artefact?]	-4	·	1.2
43) O=C(c1ccco1)N1CCN(S(=O)(=O)c2ccc(S(=O)(=O)NC3CCCC3)cc2)CC1
→ 94	102	106	-10	112	1	-5	7	1.1
44) CCOC(=O)c1cnc(SCC(=O)Nc2sc(C)c(C)c2C#N)nc1N
→ 94	52	61	18[fluorescence artefact?]	82	2	7[fluorescence artefact?]	13	1
45) CC(C)Nc1nnc(SCC(=O)c2c(N)n(Cc3ccccc3)c(=O)n(C)c2=O)s1
→ 86	73	82	-5	100	-16	-11	·	1.1

Screening results as filed in PubChem.
